AddAB inh – less growth of phage-infected E. coli with AddAB. inhibition, % at 11.9 µM. AID 435030. 330,000 tested, 0.29% active. E. coli expressing H. pylori AddAB, absorbance growth; in the data active means inhibition above about 12%;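 further: 0% = vehicle wells of infected cells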
Tat export inh – inhibitors of E. coli Tat protein transport | E. coli MC4100 TorA-mCherry Tat export, fluorescence | inhibition, % at 10 µM | 340,000 tested, 0.036% active;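 active means mean replicate inhibition at least 50% and at least half of replicates individually reaching 50%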;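 further: exported cargo escapes ClpAP degradation while cytoplasmic cargo is degraded and loses fluorescence; 0% = median of neutral control wells and 100% = median of NaSCN control wells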
DAGLB inhibitor – blocks human DAGLB lipase activity; HEK293T DAGLB membrane lysate, EnzChek fluorogenic substrate; inhibition, % at 5.17 µM; 340,000 tested, 0.059% active; in the data active means inhibition above about 34%;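 further: 0% = enzyme with vehicle and 100% = wells lacking enzyme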
Target sequence (Q8NCG7 whole entry, looked up): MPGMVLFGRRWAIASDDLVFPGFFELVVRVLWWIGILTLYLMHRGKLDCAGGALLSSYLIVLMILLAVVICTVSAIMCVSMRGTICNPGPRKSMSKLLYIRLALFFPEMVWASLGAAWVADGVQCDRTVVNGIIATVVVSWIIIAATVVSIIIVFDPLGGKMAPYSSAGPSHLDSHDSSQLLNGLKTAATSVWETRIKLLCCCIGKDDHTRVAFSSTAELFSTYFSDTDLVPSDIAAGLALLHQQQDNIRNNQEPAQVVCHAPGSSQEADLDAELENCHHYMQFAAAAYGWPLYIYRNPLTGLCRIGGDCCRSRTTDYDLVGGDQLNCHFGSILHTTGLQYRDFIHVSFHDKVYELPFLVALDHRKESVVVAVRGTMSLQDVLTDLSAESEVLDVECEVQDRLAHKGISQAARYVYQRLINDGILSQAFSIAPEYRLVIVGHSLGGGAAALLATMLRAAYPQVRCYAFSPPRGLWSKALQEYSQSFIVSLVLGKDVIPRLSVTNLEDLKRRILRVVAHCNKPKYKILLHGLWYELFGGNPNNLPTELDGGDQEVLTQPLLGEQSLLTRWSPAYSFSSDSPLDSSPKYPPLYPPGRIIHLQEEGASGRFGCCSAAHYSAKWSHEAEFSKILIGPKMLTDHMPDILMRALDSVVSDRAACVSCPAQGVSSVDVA
CAL PDZ FP – blocks peptide binding to human CAL PDZ domain; inhibition, % at 20 µM; purified CAL PDZ, TMR-peptide fluorescence polarization, 1 h; 330,000 tested, 0.02% active; Q9HD26;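 active means highest replicate inhibition of at least 40%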;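 further: plate controls were DMSO neutral control wells for no effect and unlabeled competitor peptide control wells for full effect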
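material = purified tagged CAL PDZ domain construct (CerCALP) | compound dosing = 20 µM, one dose | times = 1 h at RT | measured by = fluorescence polarization from S- and P-plane intensities, G-factor corrected | read-out = inhibition from polarization loss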
Rtt109 HAT inh – C. albicans Rtt109 histone acetyltransferase inhibition | 330,000 tested, 0.16% active | AID 540336 | inhibition, % at 34.9 µM | Q5AAJ8 | purified Rtt109/Vps75, ThioGlo CoA-SH fluorescence, 4 h;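 active means inhibition of at least 50% in every replicate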
Target sequence (Q5AAJ8 whole entry, looked up): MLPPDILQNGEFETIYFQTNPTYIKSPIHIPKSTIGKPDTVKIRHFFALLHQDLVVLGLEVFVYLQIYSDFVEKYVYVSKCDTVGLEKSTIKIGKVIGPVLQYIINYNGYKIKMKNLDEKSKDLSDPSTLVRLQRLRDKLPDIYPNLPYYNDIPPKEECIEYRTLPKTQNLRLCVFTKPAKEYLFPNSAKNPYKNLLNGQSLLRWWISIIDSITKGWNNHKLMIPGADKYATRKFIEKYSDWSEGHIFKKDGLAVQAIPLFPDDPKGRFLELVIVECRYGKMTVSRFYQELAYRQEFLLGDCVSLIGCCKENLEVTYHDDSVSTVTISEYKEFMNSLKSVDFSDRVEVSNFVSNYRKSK
PvdQ acylase – P. aeruginosa PvdQ acylase inhibition. purified PvdQ acylase, fluorescence plate reader. inhibition, % at 10 µM. 340,000 tested, 0.063% active. AID 488965; in the data active means inhibition above about 30%, passing the limit was not always enough;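 further: 0% = vehicle neutral wells and 100% = reference inhibitor wells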
PfHsp90 set2 – reduces growth (ATP signal) of yeast expressing P. falciparum Hsp90; S. cerevisiae expressing PfHsp90, BacTiter-Glo ATP, 48 h; yeast lacking PDR1 and PDR3 efflux regulators; inhibition, % at 9.4 µM; 310,000 tested, 0.32% active;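 active means every replicate shows inhibition above about 80%, whatever the replicate mean, limit read from the data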;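 further: 0% = DMSO neutral controls and 100% = 20 µM radicicol positive controls; yeast relying on Plasmodium falciparum Hsp90 in place of its own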
Ecoli viability – counter-screen for AddAB inhibitors: E. coli growth inhibition; E. coli V3065 growth, OD600 absorbance, 18 h; inhibition, % at 11.9 µM; 330,000 tested, 0.27% active;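 active means inhibition above the campaign's mean inhibition across all tested compounds plus 3 SD, cut at about 9.9% in these data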;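 further: uninfected addAB+ strain grown without phage in ampicillin broth; 0% = DMSO wells and 100% = ciprofloxacin 0.95 µg/ml wells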
phage Ecoli inh – E. coli growth loss with phage present; growth absorbance; inhibition, % at 11.9 µM; 360,000 tested, 0.26% active; AID 651602; in the data active means inhibition above about 11%
Wnt bcat act – activates Wnt/beta-catenin signaling in a reporter cell assay; activator, plate reader; activation, % at 9.35 µM; 300,000 tested, 1.2% active; AID 743398; in the data active means activation above about 30%, passing the limit was not always enough;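 further: 0% = neutral control wells and 100% = positive control wells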
* hit, by the source's call; / = no result given.

SMILES	AddAB inh	Tat export inh	DAGLB inhibitor	CAL PDZ FP	Rtt109 HAT inh	PvdQ acylase	PfHsp90 set2	Ecoli viability	phage Ecoli inh	Wnt bcat act
CCOC(=O)C1CCCN(C(=O)c2cn(-c3ccccc3)nc2-c2cccnc2)C1 (stereo unspecified)	0.8	-4	6	-1.9	2	-5	-46	1.9	3.8	-3
C=C(C)Cn1c(NCCOC)nc2c1c(=O)[nH]c(=O)n2C	-0.1	2	-2	0.1	3	-10	29	0.3	0.5	0
CC1CCN(Cc2nnnn2CCCC(=O)NC(c2ccccn2)C(F)(F)F)CC1 (stereo unspecified)	0.7	-1	-2	0.3	-15	-19	-2	-1.2	2.2	-6
c1ccc(Cn2c(CN3CCCC3)nc3ccccc32)cc1	3.6	2	0	-1.0	-9	-6	-2	-1.1	-2.2	-2
CS(=O)(=O)c1ccccc1C(=O)Nc1ccc(S(=O)(=O)N2CCCC2)cc1	1.6	1	1	0.6	-8	-16	/	0.8	3.3	-6
COc1ccc(OCc2cc(=O)[nH]c3ccccc23)cc1	0.8	17	-1	-1.6	6	-6	-9	-1.2	1.3	-1
CCn1c(SCC(=O)NCc2ccco2)nnc1C1CCCC1	0.6	-11	-2	-1.5	4	-2	/	1.9	2.9	-1
CNc1nc2c3ccccc3n(C(C)=O)c2s1	2.1	-11	2	-0.2	-1	-2	-12	-2.7	-0.2	/
O=C(CN1CCCC1)Nc1ccc(-c2nc3cc(NC(=O)CN4CCCC4)ccc3o2)cc1	1.6	4	1	-2.5	4	-21	-5	-0.2	3.7	/
CCOC(=O)c1sc(NC(=O)C2CC(=O)N(c3ccc(OCC)cc3)C2)nc1C (stereo unspecified)	2.4	5	-3	-3.2	15	2	-10	-1.1	1.2	2
CC(C)c1ccc(N2CC(C)(C)C2=O)cc1	3.1	10	0	-0.1	1	-4	-16	-1.8	2.1	-2
CC(OC(=O)C1CSC2(C)CCC(=O)N12)C(=O)Nc1ccc(F)cc1 (stereo unspecified)	2.3	-5	-3	-3.2	-4	-8	/	-1.2	2.5	0
N#C/C(=C\c1cn(CCOc2ccccc2)c2ccccc12)C(=O)NCc1ccco1	2.3	14	-2	-3.9	-2	-18	/	2.5	2.3	/
CC(Sc1nc2ccccc2s1)C(=O)NCc1ccc2c(c1)OCO2 (stereo unspecified)	2.9	-3	-3	-3.5	0	-3	21	1.6	1.0	2
COc1ccccc1OCC(=O)Nc1nc2c(s1)CCCC2	3.2	-5	-6	-1.6	9	-4	-4	-0.7	3.0	7
CC(C)=NNc1nc(-c2ccccc2)c(C)s1	0.9	-9	2	-0.3	4	-15	-9	0.3	2.2	-8
CCNc1nc(SCC(=O)Nc2ccc(Cl)c(Cl)c2)nc(N2CCOCC2)n1	5.2	-4	-2	-1.0	-3	-7	7	-0.1	-0.5	2
COc1ccc(OC)c(N2C(=O)CC(C(C)c3ccccc3)C2=O)c1 (stereo unspecified)	-1.9	2	-6	-0.4	0	-8	7	0.8	2.4	/
O=C(Nc1cccc(S(=O)(=O)N2CCOCC2)c1)[C@@H]1CCCN1S(=O)(=O)c1ccc(Cl)cc1	5.0	-5	0	0.2	1	-10	1	0.9	2.1	/
CCn1cc(C(=O)Nc2ccc(C)c([N+](=O)[O-])c2)cn1	1.4	-7	1	-0.5	-4	7	-43	1.6	2.8	/
CCN(CC)S(=O)(=O)c1cccc(-c2n[nH]c(=S)n2/N=C/c2ccc(Br)cc2)c1	-0.3	1	4	-0.1	2	9	-1	0.3	1.8	-4
Cc1cc(C)cc(NCC(=O)Nc2c(C)cccc2C)c1	-0.2	10	-3	0.4	0	-16	-38	-4.3	4.5	0
C[C@H](CO)N1C[C@H](C)[C@@H](CN(C)S(=O)(=O)c2cccs2)Oc2c(NC(=O)CCC(F)(F)F)cccc2C1=O	6.1	3	1	-1.0	7	15	26	-0.1	3.5	6
CC(/C=C/c1ccccc1)=N\NC(=S)NC(C)C	2.3	-1	-5	-0.5	1	10	-3	-3.1	0.5	3
CCc1nc(C)cc(N)c1OCc1ccccc1	3.9	2	1	-0.4	2	1	-2	3.3	-0.5	-3

Exported with bars between the fields: entries from further up
molecule | AddAB inh | Tat export inh | DAGLB inhibitor | CAL PDZ FP | Rtt109 HAT inh | PvdQ acylase | PfHsp90 set2 | Ecoli viability | phage Ecoli inh | Wnt bcat act
CC(C)c1ccc(N2CC(C)(C)C2=O)cc1 | 3.1 | 10 | 0 | -0.1 | 1 | -4 | -16 | -1.8 | 2.1 | -2
CC(OC(=O)C1CSC2(C)CCC(=O)N12)C(=O)Nc1ccc(F)cc1 (stereo unspecified) | 2.3 | -5 | -3 | -3.2 | -4 | -8 | / | -1.2 | 2.5 | 0
N#C/C(=C\c1cn(CCOc2ccccc2)c2ccccc12)C(=O)NCc1ccco1 | 2.3 | 14 | -2 | -3.9 | -2 | -18 | / | 2.5 | 2.3 | /
CC(Sc1nc2ccccc2s1)C(=O)NCc1ccc2c(c1)OCO2 (stereo unspecified) | 2.9 | -3 | -3 | -3.5 | 0 | -3 | 21 | 1.6 | 1.0 | 2
COc1ccccc1OCC(=O)Nc1nc2c(s1)CCCC2 | 3.2 | -5 | -6 | -1.6 | 9 | -4 | -4 | -0.7 | 3.0 | 7
CC(C)=NNc1nc(-c2ccccc2)c(C)s1 | 0.9 | -9 | 2 | -0.3 | 4 | -15 | -9 | 0.3 | 2.2 | -8
CCNc1nc(SCC(=O)Nc2ccc(Cl)c(Cl)c2)nc(N2CCOCC2)n1 | 5.2 | -4 | -2 | -1.0 | -3 | -7 | 7 | -0.1 | -0.5 | 2
COc1ccc(OC)c(N2C(=O)CC(C(C)c3ccccc3)C2=O)c1 (stereo unspecified) | -1.9 | 2 | -6 | -0.4 | 0 | -8 | 7 | 0.8 | 2.4 | /
O=C(Nc1cccc(S(=O)(=O)N2CCOCC2)c1)[C@@H]1CCCN1S(=O)(=O)c1ccc(Cl)cc1 | 5.0 | -5 | 0 | 0.2 | 1 | -10 | 1 | 0.9 | 2.1 | /
CCn1cc(C(=O)Nc2ccc(C)c([N+](=O)[O-])c2)cn1 | 1.4 | -7 | 1 | -0.5 | -4 | 7 | -43 | 1.6 | 2.8 | /
CCN(CC)S(=O)(=O)c1cccc(-c2n[nH]c(=S)n2/N=C/c2ccc(Br)cc2)c1 | -0.3 | 1 | 4 | -0.1 | 2 | 9 | -1 | 0.3 | 1.8 | -4
Cc1cc(C)cc(NCC(=O)Nc2c(C)cccc2C)c1 | -0.2 | 10 | -3 | 0.4 | 0 | -16 | -38 | -4.3 | 4.5 | 0
C[C@H](CO)N1C[C@H](C)[C@@H](CN(C)S(=O)(=O)c2cccs2)Oc2c(NC(=O)CCC(F)(F)F)cccc2C1=O | 6.1 | 3 | 1 | -1.0 | 7 | 15 | 26 | -0.1 | 3.5 | 6
CC(/C=C/c1ccccc1)=N\NC(=S)NC(C)C | 2.3 | -1 | -5 | -0.5 | 1 | 10 | -3 | -3.1 | 0.5 | 3

(next part)
SMILES	AddAB inh	Tat export inh	DAGLB inhibitor	CAL PDZ FP	Rtt109 HAT inh	PvdQ acylase	PfHsp90 set2	Ecoli viability	phage Ecoli inh	Wnt bcat act
COc1ccc(OC)c(CCNC(=O)CS(=O)(=O)Cc2nc(-c3ccccc3C)oc2C)c1	-0.3	-3	0	-2.6	3	4	/	-1.9	2.6	-3
S=C(NCCN1CCOCC1)C(=S)NCCN1CCOCC1	/	-2	-2	0.7	3	-11	18	/	-1.1	-1
CC(C)(C)NCC(=O)N/N=C/c1ccc(OCc2ccccc2)cc1	-0.8	4	-1	-1.1	3	-11	-9	1.5	1.4	-2
O=C(NC1CCCCC1)N1CCCC(c2nc(-c3ccc(S(=O)(=O)N4CCCC4)cc3)no2)C1 (stereo unspecified)	0.9	6	1	/	-3	-4	18	-1.2	2.8	/
Cc1cccc(N2C(=O)CS/C2=N\NC(=O)c2ccc(Cl)cc2)c1C	7.6	-18	-2	-3.4	-1	-25	-16	6.7	7.4	8
Cc1noc(C)c1CSc1nc2ccccc2n1C	1.8	-4	0	-2.6	4	6	6	-2.4	2.2	10
O=C(c1oc2ccccc2c1CSCc1ccccc1)N1CCN(c2ncccn2)CC1	1.1	2	-9	-1.8	-3	11	-33	-0.6	1.8	/
CC1CN(C(=O)C(c2ccccc2)c2ccccc2)CC(C)O1 (stereo unspecified)	7.6	-9	0	0.4	-9	-6	16	1.8	1.8	0
Cc1ccc(/C=N/NC(=O)CNC(=O)COc2ccccc2)o1	3.8	-3	1	-1.8	6	1	-13	1.2	4.4	-2
CN(Cc1ccccc1)C(=O)CN1CCN(S(=O)(=O)c2ccc(Cl)c(Cl)c2)CC1	1.1	6	-3	-0.7	10	-6	21	-1.2	2.0	-3
COc1ccc(NC(=O)c2cc(-c3cc(Cl)ccc3O)n[nH]2)c(OC)c1	-1.4	4	-1	0.0	-10	-12	-11	-3.4	-8.3	-1
O=C(CCc1ccccc1)Nc1nc2c(F)cc(F)cc2s1	0.5	6	0	-0.6	2	-6	2	1.5	3.5	22
Cc1ccc(-c2cc(C(F)(F)F)n3nc(C(=O)Nc4ccon4)cc3n2)cc1C	0.4	-1	-2	-1.0	-4	-12	-33	-2.1	4.7	2
COc1cc(C2CC(=O)Oc3cc(C)c(Cl)c(C)c32)cc(OC)c1OC (stereo unspecified)	2.5	1	-2	-0.5	6	7	-11	2.7	-1.4	-1
CC/S(=N\S(=O)(=O)c1ccc(C)cc1)c1ccccc1 (stereo unspecified)	-0.8	5	-2	-0.5	8	-5	2	-1.4	2.2	2
COCc1ccc(C(=O)N(C)CC2CCCN(CCc3ccc(Cl)cc3)C2)o1 (stereo unspecified)	-0.3	2	1	-2.4	-1	-14	-4	0.3	1.6	-2
O=C(c1cc(F)c(F)cc1Cl)N1CCOCC1	-1.2	7	-1	-1.7	-8	-9	-23	-3.1	2.5	7
CCO[C@H]1OC(C(=O)N2CCCCCCC2)=C[C@@H](c2coc3ccccc3c2=O)[C@@H]1CCCO	-2.1	10	-3	-0.5	11	-9	8	-0.2	0.3	-4
CCCC(C)c1nnc(NC(=O)C2CC(=O)N(c3ccc(OCC)cc3)C2)s1 (stereo unspecified)	4.5	0	1	-1.0	7	-6	-4	-0.4	-1.7	-1
CN(C)S(=O)(=O)c1cccc(NC(=S)N/N=C/c2cc(Br)ccc2O)c1	5.2	-8	15	-0.5	7	7	-7	6.4	2.5	1
CCN(CC(=O)Nc1ccc2c(c1)OCCO2)S(=O)(=O)c1ccc(C)cc1	1.2	4	-2	0.0	1	0	18	1.6	0.5	/
CC(C)CC(=O)/C(=C\c1ccc(Cl)cc1Cl)n1cncn1	/	7	3	-1.2	10	-16	129*	/	/	/
O=C(Nc1ccccc1)/C(=C/c1ccccc1)NC(=O)c1ccco1	3.4	-9	0	-0.5	-1	5	11	0.2	3.1	-1
O=C(NNC(=O)c1cccc([N+](=O)[O-])c1)c1ccncc1	1.6	-5	-1	-0.1	-2	-14	-6	-0.7	2.5	-1
N#C/C(=C(/O)CN1CCOCC1)c1nc(-c2ccccc2)cs1	2.3	-3	1	-1.3	/	-6	-1	1.7	1.9	/
CCc1noc(C)c1C(=O)OCC(=O)Nc1ccc2c(c1)OCO2	1.7	-4	-2	0.8	-10	-13	-5	-1.1	12*	-4
CC1(c2ccc(Cl)cc2Cl)NC(=O)N(CC(=O)N2CCN(C(=O)c3ccco3)CC2)C1=O (stereo unspecified)	0.2	3	-3	-0.3	-9	-17	/	-0.7	0.1	-2
